# Bioassay records deposited in PubChem by several laboratories.
# MEX-5 binding: C. elegans MEX-5 TCR-2 RNA binding activity. Q9XUB2. MEX-5/FITC-TCR2 RNA binding, fluorescence polarization; active compounds read low. activity score (negative = inhibition of binding), % at 10 µM. 300,000 compounds, 0.38% hits;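 active = inhibition past about -25% in most replicates, and total fluorescence under double the plate's negative control median, limit read from the data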;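 note: 0% = DMSO and -100% = 5 µM competing unlabeled TCR2 RNA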
# PME-1 inh: blocks human protein phosphatase methylesterase 1 | Q9Y570 | recombinant PME-1, FP-Rh probe fluorescence polarization | inhibition, % at 5.9 µM | 320,000 compounds, 0.53% hits | AID 2130;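 active = inhibition above the campaign mean of all compounds plus 3 SD, cut at about 26% in these data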;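 note: competitive labeling of PME-1 active site by serine hydrolase directed probe; 0% = PME-1 with DMSO and 100% = wells lacking PME-1 enzyme; inhibitors block probe labeling so polarization falls and inhibition rises; many of its hits are not listed in these tables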
# BCLXL inh: Bcl-xL (human) inhibition | GST-Bcl-xL / FITC-Bim BH3 peptide fluorescence polarization | inhibition, % at 10.9 µM | 320,000 compounds, 0.7% hits;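 active = inhibition above the mean of all tested compounds plus 3 SD, cutoff set per campaign, cut at about 30% in these data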;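 note: 0% = DMSO wells and 100% = unlabeled Bim-BH3 peptide competitor; inhibitors lower millipolarization by displacing the labeled peptide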
# Target sequence (Q07817 whole entry, looked up): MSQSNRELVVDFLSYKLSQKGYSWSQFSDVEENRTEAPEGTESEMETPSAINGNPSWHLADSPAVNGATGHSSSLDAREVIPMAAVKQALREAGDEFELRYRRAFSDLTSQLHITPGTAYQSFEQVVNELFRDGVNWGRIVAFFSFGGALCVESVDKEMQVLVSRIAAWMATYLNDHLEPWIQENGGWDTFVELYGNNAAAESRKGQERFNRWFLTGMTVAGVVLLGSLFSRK
# Fam108B counter: counter-screen for RBBP9 inhibitors: inhibitors of mouse Fam108B; recombinant Fam108B, FP-Rh probe fluorescence polarization; inhibition, % at 9.51 µM; 300,000 compounds, 0.33% hits; AID 1947;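 active = inhibition above the screen mean inhibition plus 3 SD, computed separately per campaign, cut at about 18% in these data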;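 note: inhibitors lower polarization as less probe binds the enzyme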
# MCL1-BIM inh: inhibitors of human MCL1 binding to BIM-BH3 peptide | AID 2057 | Q07820 | GST-MCL1 / FITC-Bim-BH3 fluorescence polarization | 320,000 compounds, 0.68% hits | inhibition, % at 10.9 µM;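 active = inhibition above the mean inhibition of all tested compounds plus 3 SD, set per campaign, cut at about 40% in these data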;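 note: 0% = DMSO wells and 100% = unlabeled Bim-BH3 peptide control; higher means more loss of mP so more displacement of Bim peptide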
# GLD-1 RNA inh: GLD-1-TGE RNA interaction inhibition (C. elegans). Q17339. purified GLD-1 + fluorescein TGE RNA, fluorescence polarization. inhibition, % at 5.96 µM. 320,000 compounds, 0.44% hits;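 active = percent inhibition above a per-plate cutoff, the plate mean of test compounds plus 3 SD, cut at about 30% in these data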;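 note: 0% = DMSO wells with GLD-1 and probe and 100% = wells lacking GLD-1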
# Target sequence (Q17339 whole entry, looked up): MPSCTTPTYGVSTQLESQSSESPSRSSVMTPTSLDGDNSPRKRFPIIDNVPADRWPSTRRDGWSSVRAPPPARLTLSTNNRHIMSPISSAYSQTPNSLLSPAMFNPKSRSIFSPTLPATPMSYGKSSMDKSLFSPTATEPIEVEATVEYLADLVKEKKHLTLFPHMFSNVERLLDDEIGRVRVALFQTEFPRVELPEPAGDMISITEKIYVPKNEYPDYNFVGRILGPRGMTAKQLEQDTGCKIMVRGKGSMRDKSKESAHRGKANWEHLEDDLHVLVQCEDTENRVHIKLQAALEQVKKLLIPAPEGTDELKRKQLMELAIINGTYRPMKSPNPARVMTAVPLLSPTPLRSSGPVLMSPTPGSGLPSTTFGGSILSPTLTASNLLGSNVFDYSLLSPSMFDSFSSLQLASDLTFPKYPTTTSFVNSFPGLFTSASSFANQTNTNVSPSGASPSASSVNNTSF
# GSTO1 inh: GSTO1 inhibition, counter-screen for RBBP9 inhibitors | P78417 | recombinant GSTO1, activity-based probe fluorescence polarization | inhibition, % at 5.96 µM | 300,000 compounds, 1.1% hits;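 active = inhibition above the campaign mean inhibition plus 3 SD, cut at about 35% in these data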;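 note: 0% = GSTO1-1 with DMSO and 100% = wells lacking GSTO1-1 enzyme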
# Target sequence (P78417 whole entry, looked up): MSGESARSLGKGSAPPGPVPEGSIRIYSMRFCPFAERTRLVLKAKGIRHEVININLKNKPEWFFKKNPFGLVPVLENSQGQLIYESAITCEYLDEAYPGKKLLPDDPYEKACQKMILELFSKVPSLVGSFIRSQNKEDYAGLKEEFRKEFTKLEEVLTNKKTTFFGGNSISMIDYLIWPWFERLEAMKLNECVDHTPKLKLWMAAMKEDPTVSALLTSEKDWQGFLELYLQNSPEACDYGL
# PAD4 FP inh: blocks human protein arginine deiminase 4 | Q9UM07 | recombinant PAD4, RCA probe fluorescence polarization | inhibition, % at 6.36 µM | 330,000 compounds, 0.41% hits | AID 485272;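 active = percent inhibition above a cutoff equal to the mean of all tested compounds plus 3 SD, cut at about 15% in these data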;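 note: 0% = PAD4 with RCA probe and DMSO and 100% = probe without PAD4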
# TPT1 inh: blocks Candida albicans tRNA 2'-phosphotransferase. inhibition, % at 5 µM. 300,000 compounds, 0.81% hits. recombinant caTPT1, FP RNA substrate dephosphorylation;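 active = inhibition above the mean of all tested compounds plus 3 SD, set per screening campaign, cut at about 24% in these data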;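 note: plate controls were DMSO alone for no effect and ferristatin control at 100 nM for full effect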
# Starred values were filed as active, the others as inactive; / = not tested or not shown.
SMILES,MEX-5 binding,PME-1 inh,BCLXL inh,Fam108B counter,MCL1-BIM inh,GLD-1 RNA inh,GSTO1 inh,PAD4 FP inh,TPT1 inh
Cc1[nH]c2ccccc2c1/C=N/O,0.3,-2,2,-1,6,5,5,1,0
COc1ccc(/C=C2/C(=O)NC(=O)N(C3CCCCC3)C2=O)cc1CSc1ccccn1,2.6,0,0,2,-2,-5,25,-7,24
CCC(=NCc1ccco1)c1c(O)n(C)c(=O)n(C)c1=O,0.4,4,2,-2,7,1,-4,3,3
Cc1ccc2c(c1)C1CN(C)CCC1N2C(=O)CCCN1C(=O)c2cccc3cccc(c23)C1=O (stereo unspecified),-3.7,-6,13,-4,8,-1,-4,-6,-1
CN(C(=O)Cc1ccc(Cl)c(Cl)c1)C(CN1CCCC1)c1cccc(OCC(=O)O)c1 (stereo unspecified),/,-3,12,-4,7,-1,2,4,-4
Cc1[nH]c2ccccc2c1C1=CCNCC1,7.2,-7,-10,-2,-20,-52,-4,-6,22
Cc1ccc(S(=O)(=O)NCC2CCC(C(=O)N3CCC4(CC3)OCCO4)CC2)cc1 (stereo unspecified),1.5,-2,1,-3,-3,-1,1,-8,1
CC(=O)c1c(C)n(CC2CCCO2)c2ccc(O)cc12 (stereo unspecified),-5.2,-2,5,-4,6,2,6,2,-2
C[N+]12CCC(CC1)C(=C(c1ccccc1)c1ccccc1)C2,1.1,-1,-12,0,-24,-2,2,-4,-1
COc1ccc(N=Nc2c(O)[nH]c(=S)[nH]c2=O)cc1,-0.5,0,-42,-14,-88,-85,4,-24,60*
CC(NCc1ccc(Cl)c(Cl)c1)C(O)c1ccccc1 (stereo unspecified),-0.9,3,3,-3,7,-4,6,-1,-3
Oc1ccccc1-[n+]1c(-c2ccccc2)cc(-c2ccccc2)cc1-c1ccccc1,3.7,2,-2,-5,-11,-3,-4,-5,10
C=Cn1ccnc1P(=S)(c1nccn1C=C)C1CCCCC1,-1.7,-5,2,-1,-2,6,-3,-2,-4
Cc1ccc(OCC(=O)N2CCN(C)CC2)c(Br)c1,1.4,2,2,1,0,-12,4,2,-1
N#CC12CNCC1CN=N2 (stereo unspecified),-2.0,5,-5,1,-6,8,5,1,-1
COC(=O)C1=C(c2ccc(F)cc2OCc2ccccc2)C[C@@H]2CC[C@H]1N2C(=O)NCc1ccc(C(C)(C)C)cc1,/,-1,1,/,-1,-7,/,-3,/
CCNc1nc2[nH]c(=O)c3c(c2s1)OC(N)=C(C#N)C3c1cccs1 (stereo unspecified),4.9,2,30*,3,25,19,41*,0,4
COC(=O)C1=C(c2ccc(F)cc2F)C[C@@H]2CC[C@H]1N2C(=O)N1CCC(O)(c2ccc(Cl)cc2)CC1,/,-2,7,/,8,9,/,1,/
OCC(Br)CBr (stereo unspecified),/,1,-1,/,-7,-9,/,0,/
Cn1c(O)c(C=NCCCC(=O)O)c(=O)n(C)c1=O,2.1,4,0,-3,-7,3,-4,-2,0

# As entered above.
# Oc1ccccc1-[n+]1c(-c2ccccc2)cc(-c2ccccc2)cc1-c1ccccc1 in MEX-5 binding is listed with 3.7
# COC(=O)C1=C(c2ccc(F)cc2OCc2ccccc2)C[C@@H]2CC[C@H]1N2C(=O)NCc1ccc(C(C)(C)C)cc1 in BCLXL inh is listed with 1
# CC(NCc1ccc(Cl)c(Cl)c1)C(O)c1ccccc1 (stereo unspecified) in MEX-5 binding is listed with -0.9
# N#CC12CNCC1CN=N2 (stereo unspecified) in Fam108B counter is listed with 1
# COC(=O)C1=C(c2ccc(F)cc2F)C[C@@H]2CC[C@H]1N2C(=O)N1CCC(O)(c2ccc(Cl)cc2)CC1 in MCL1-BIM inh is listed with 8
# Cc1ccc(OCC(=O)N2CCN(C)CC2)c(Br)c1 in MCL1-BIM inh is listed with 0
# CCNc1nc2[nH]c(=O)c3c(c2s1)OC(N)=C(C#N)C3c1cccs1 (stereo unspecified) in BCLXL inh is listed with 30*

# Remaining list, next part.
SMILES,MEX-5 binding,PME-1 inh,BCLXL inh,Fam108B counter,MCL1-BIM inh,GLD-1 RNA inh,GSTO1 inh,PAD4 FP inh,TPT1 inh
O=C(O)C(Cl)(Cl)Cl,1.1,-3,1,-4,5,4,5,-3,-4
COc1cccc(C(=O)C2CCCN(Cc3cccc4c3OCO4)C2)c1 (stereo unspecified),1.7,-7,-5,-1,2,3,4,-8,-3
CCCOC(=O)Nc1ccc([As](=O)(O)O)cc1NC(=O)OCCC,-2.2,-1,2,-14,6,5,12,5,2
Cc1nc2ccccc2c(=O)n1-c1ccc([N+](=O)[O-])cc1,2.2,5,7,7,4,-3,2,-2,-2
CN1C(=O)N(C)C(=O)C2(Cc3cc(N)ccc3N3CCN(c4ccccc4F)CC32)C1=O (stereo unspecified),-0.4,12,20,2,18,13,3,0,2
O=C1NC(=O)N(c2cccc(Cl)c2)C(=O)/C1=C\c1ccc(Sc2nc3ccccc3[nH]2)o1,3.1,-74,91*,-45,181*,20,-159,-26,-30
COc1ccccc1CC1C(=O)C2CCN1CC2 (stereo unspecified),1.0,-4,1,0,3,-2,-1,-1,-5
Cc1ccccc1NC1=NCCCS1,0.7,3,5,-1,8,-1,4,-4,-6
C=CCn1c(O)c(/C=N/N2CCCCC2c2cccnc2)c(=O)[nH]c1=S (stereo unspecified),1.2,-2,-4,-4,-1,-1,-2,4,6
Clc1ccccc1CN1CCN(c2cccc3[nH]ccc23)CC1,0.9,0,-2,-1,1,3,5,-1,1
COC(=O)c1cn(C(=O)c2cccc3ccccc23)c2ccccc12,0.5,-2,1,-6,-2,2,-2,4,-2
COc1cc(C(O)CN)ccc1O (stereo unspecified),/,-4,5,4,17,1,0,-1,2
COc1ccccc1CC1/C(=N/O)C2CCN1CC2 (stereo unspecified),2.0,-4,-8,-3,-10,3,7,-2,-1
COC(=O)C1=C(c2cccc(OCc3ccccc3)c2)C[C@@H]2CC[C@H]1N2C(=O)NCCCc1ccccc1,/,-2,5,/,7,5,/,1,/
Cc1cccc(NP(=O)(Oc2ccccc2F)Oc2ccccc2F)c1C,2.2,14,4,-7,-5,8,6,-2,-4
Cc1ccc2nc3c(cc2c1)CC1(C(=O)N(C)C(=O)N(C)C1=O)C1CCCCN31 (stereo unspecified),-2.4,-5,0,-2,2,3,-9,-4,1
O=C(c1ccc(CNS(=O)(=O)c2ccc(Br)cc2)cc1)N1CCC2(CC1)OCCO2,1.3,7,7,-1,5,7,-5,-5,-2
COC(=O)C1=C(c2cccc(OC)c2OC)C[C@@H]2CC[C@H]1N2C(=O)N1CCOCC1,-1.8,2,2,3,5,4,-6,-4,-2
CN1C(=O)N(C)C(=O)C2(Cc3cc(NC(=O)c4ccccc4)ccc3N3CCCC32)C1=O (stereo unspecified),4.7,-3,7,-4,-3,-5,2,-1,14
O=C(c1ccccc1)N1CCC2(CC1)OCCO2,-1.0,-1,3,2,2,0,6,2,-3
COc1cc2c3cc1Oc1cc(ccc1O)C[C@@H]1c4c(cc(OC)c(O)c4Oc4ccc(cc4)C[C@H]3N(C)CC2)CCN1C,-1.0,5,3,-2,5,8,0,-2,-4
CCN(CC)CCCN=Cc1c(O)n(Cc2ccc(F)cc2)c(=O)[nH]c1=O,-1.8,1,-4,-9,-7,-9,-4,3,7
CCOC(=O)C1CCN(C=C2C(=O)N(C)C(=S)N(C)C2=O)CC1,1.9,1,3,-2,9,-3,3,1,-2
COC(=O)C1C2c3ccccc3OC1(C)N=c1s/c(=C/c3cnn(C)c3)c(=O)n12 (stereo unspecified),-1.4,4,-1,1,3,6,-1,4,0
O=S(=O)(NC1CCCCC1)OCC(Cl)(Cl)Cl,-0.2,-1,1,-1,-6,-1,-1,-1,3
C=CCn1c(O)c(C(CC)=NCC2CCCO2)c(=O)[nH]c1=O (stereo unspecified),-2.1,-3,7,-4,5,0,12,5,2
CSc1nnc(C2CCNCC2)n1C,1.6,0,3,1,3,-4,-4,-4,-3
CC(=NCc1ccco1)c1c(O)n(-c2ccc(C)cc2)c(=O)[nH]c1=O,-1.6,2,4,2,1,-2,-5,-1,-2
CN(C)CC1CSCCC1(O)c1ccccc1 (stereo unspecified),-2.0,-1,8,1,9,-3,0,-3,-3
CCc1cc(=O)[nH]c(SCCCF)n1,-1.5,0,3,-10,-7,-7,3,-1,-2

# As a working copy, five of the compounds above:
SMILES,MEX-5 binding,PME-1 inh,BCLXL inh,Fam108B counter,MCL1-BIM inh,GLD-1 RNA inh,GSTO1 inh,PAD4 FP inh,TPT1 inh
COc1cc2c3cc1Oc1cc(ccc1O)C[C@@H]1c4c(cc(OC)c(O)c4Oc4ccc(cc4)C[C@H]3N(C)CC2)CCN1C,-1.0,5,3,-2,5,8,0,-2,-4
CCN(CC)CCCN=Cc1c(O)n(Cc2ccc(F)cc2)c(=O)[nH]c1=O,-1.8,1,-4,-9,-7,-9,-4,3,7
CCOC(=O)C1CCN(C=C2C(=O)N(C)C(=S)N(C)C2=O)CC1,1.9,1,3,-2,9,-3,3,1,-2
COC(=O)C1C2c3ccccc3OC1(C)N=c1s/c(=C/c3cnn(C)c3)c(=O)n12 (stereo unspecified),-1.4,4,-1,1,3,6,-1,4,0
O=S(=O)(NC1CCCCC1)OCC(Cl)(Cl)Cl,-0.2,-1,1,-1,-6,-1,-1,-1,3

# Next records.
SMILES,MEX-5 binding,PME-1 inh,BCLXL inh,Fam108B counter,MCL1-BIM inh,GLD-1 RNA inh,GSTO1 inh,PAD4 FP inh,TPT1 inh
CC(=O)Nc1ccc(CC(=O)N2CCN(Cc3ccccc3)CC2)cc1,3.4,-1,5,3,-4,2,0,-2,0
COc1ccc(N=C2SCCCN2C)cc1,0.0,-4,-5,-8,-14,-2,1,-2,-1
COc1cccc(CN2CCNCC2)c1,-1.0,-9,0,4,8,7,3,-5,0
CN1C(=O)C(=Cc2ccc(OCC(=O)Nc3ccccc3)cc2)C(=O)N(C)C1=O,0.8,6,-1,-7,-12,-1,7,-8,4
Cc1ccc2c(c1)C1CN(C)CCC1N2C(=O)/C=C/c1ccc2c(c1)OCO2 (stereo unspecified),1.2,2,1,-2,2,0,-8,-3,1
C=CCc1cc(OC)c2c(c1)OCO2,/,4,-1,-1,-1,3,3,-2,1
CC(C)CN1CCN(Cc2ccc(C(F)(F)F)cc2)CC1CCO (stereo unspecified),-0.3,5,6,3,4,-2,4,1,-3
c1cc2c(cc1CCNC1CCCCCC1)OCO2,-1.1,2,-3,0,-1,-4,2,1,0
C[N+]1(C)CCN(c2ccccc2)CC1,-1.3,-1,-11,2,-14,3,1,-5,-1
CN1C(=O)N(C)C(=O)C2(Cc3c(nc4ccccn4c3=O)N3CCc4ccccc4C32)C1=O (stereo unspecified),0.8,-1,-1,-1,-5,4,5,2,1
CC1(C)CC(=O)C(C2(O)C(=O)NC(=O)NC2=O)=C(O)C1,-2.9,-1,3,2,0,2,68*,3,4
COc1ccc(CNC(=O)C(NC(C)=O)C(C)C)cc1OC (stereo unspecified),1.1,-2,3,6,4,-2,4,1,2
C[C@]12CC[C@H]3[C@@H](CC[C@]4(O)C[C@@H](O)CC[C@]34C=O)[C@@]1(O)CC[C@@H]2C1=CC(=O)OC1,/,-5,3,3,-8,2,5,0,0

# An excerpt (hit frequency here may not be typical).
